# WT yeast gro inh – growth inhibition of WT yeast, mitochondrial fusion screen | mitochondrial fusion phenotypic screen, WT strain | inhibition, % at 10 µM | 190,000 compounds, 2.1% hits | AID 1362; in the data active = inhibition above about 58%; tested in S. cerevisiae
# Autophagy mod – modulators of autophagy. calls only at 10 µM (by protocol). 190,000 compounds, 0.98% hits. AID 463193. MEF GFP-LC3 puncta imaging; test concentration mostly 10 µM;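 active = percentage of spot-positive cells more than 3 SD above its plate mean, without a fluorescence outlier flag or 80% toxicity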;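 note: spot-positive cell cutoff set from DMSO-treated cells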
# MT stabilize HCS – microtubule stabilization, imaging screen. HeLa tubulin immunostaining HCS, 24 h; share of cells brighter than vehicle mean+2SD. % tubulin-high responders, % at 10 µM. 200,000 compounds, 0.83% hits;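 active = plate Z-score above 3 for both tubulin-high and condensed-nucleus cell shares, with cell loss under 80%, at 10 µM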;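 note: anti alpha tubulin signal scored within the nucleus-defined area of each cell; some results filed as inactive read as strong as hits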
# HEK293 NOD2/NF-kB – NOD2 signaling inhibitors, cell-based, luminescence, uHTS, HEK293 (AID 1566); HEK293 NOD2/NF-kB luciferase reporter, luminescence; higher % means a stronger effect; one-dose inhibition, % at 4 µM; EC50 in µM for titrated hits; 290,000 compounds, 0.63% hits; in the data active = inhibition above about 50%; note: many of its hits are not listed in these tables
# bCat nuc transl – beta-catenin nuclear translocation modulation | HeLa beta-catenin nuclear translocation, immunofluorescence imaging | 190,000 compounds, 0.3% hits | nuclear translocation activity, % at 5 µM;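 active = nuclear translocation activity above 50% at 5 µM, with a well cell count of 50 or more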;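 note: per-cell ratio of nuclear to cytoplasmic median beta-catenin stain intensity; plate controls were DMSO negative control for no effect and GSK-3 inhibitor IX positive control for full effect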
#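 System: HeLa cells, endogenous beta-catenin; compound dosing: 5 µM primary single dose, 0.1% DMSO, 0.02–20 µM confirmation series; incubation: 24 h compound exposure at 37°C, 5% CO2; signal: beta-catenin immunofluorescence imaging with DAPI; evaluation: % activation, nuclear-to-cytoplasmic median beta-catenin signal ratio per cell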
# Dynein transport – dynein cargo transport inhibition; 3617.4 mouse cells, GR-EGFP nuclear translocation imaging; test concentration mostly 20 µM; stimulated with dexamethasone, 1 µM; hits give low values; z-score, hits read low; 220,000 compounds, 0.47% hits; AID 1381;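 active = plate z-score of nuclear minus cytoplasmic receptor signal below a set negative limit, without overly bright fluorescence or cell loss, cut at about -3.5 in these data, passing the limit was not always enough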;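 note: z-score of nuclear minus cytoplasmic ring GR-EGFP intensity difference per well; some compounds called inactive have numbers as strong as hits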
#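 Buffer or medium: tet-free, stripped-serum medium; reagent: dexamethasone at 1.0 µM final, 30 min; incubation: 48 h induction, 1 h compound, 30 min dex at 37 °C; measured by: formaldehyde fixation, Hoechst nuclear stain, 10x automated fluorescence imaging; read-out: nuclear-to-cytoplasmic GR-EGFP distribution per well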
# Hep lipid drop – modulators of hepatic lipid droplet formation; AML12 mouse hepatocytes, oleate lipid droplets, BODIPY imaging; inhibition, % at 6.5 µM; 240,000 compounds, 0.4% hits; AID 1656;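 active = lipid droplet intensity inhibited by at least 50%, with more than 500 cells counted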
#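 Test system: AML12 mouse liver cells; schedule: overnight exposure; technique: high-content imaging of BODIPY-stained droplets and DAPI nuclei; read-out: % inhibition of corrected integrated BODIPY droplet signal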
# Yfh1-off respiration – enhancers of respiration in Yfh1-depleted yeast, dose response, Friedreich's ataxia, plus single-dose screen (AID 1465). S. cerevisiae Yfh1-off respiration, WST-1 reduction, 72 h; higher fold induction means a stronger effect. fold induction at 50 µM; hits with a dose series show EC50 in µM. 220,000 compounds, 0.074% hits;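 active = fold induction of absorbance versus untreated yeast above a set limit, then at least 30% activation at any dose in follow-up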;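 note: activators that raise dye reduction in frataxin-depleted yeast; strong numbers were not always called active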
# Insulin prom up – MIN6 insulin promoter up-regulation. MIN6 insulin promoter-GFP reporter, high-content imaging; hits give high values. z-score at 5 µM. 190,000 compounds, 0.3% hits. AID 1625;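 active = z-score above 3 at 5 µM with at least 500 cells counted in the well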
# WT yeast gro inh mutant strain – second read-out of WT yeast gro inh, no call of its own (marks repeat the call); inhibition, %; mitochondrial fusion phenotypic screen, mutant strain inhibition
# Dynein transport cytoplasmic EGFP – further read-out of Dynein transport, marked with its call; z-score; measured here: cytoplasmic GR-EGFP intensity; hits give high values
# Dynein transport nuclear GR-EGFP – further read-out of Dynein transport, marked with its call; z-score; measured here: nuclear GR-EGFP intensity;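 lower value marks the stronger effect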
# Dynein transport cell count – recorded beside Dynein transport, whose call it bears; z-score; measured here: cell count per field
# Insulin prom up cell count – further read-out of Insulin prom up, marked with its call; cell count; measured here: cytotoxicity, nuclei count;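 total cells summed across four imaged fields per well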
# Hep lipid drop cells 6.5 µM – also measured in Hep lipid drop; calls as there; cell count; measured here: cell count, cytotoxicity flag;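 cells counted across two imaged fields per well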
# bCat nuc transl cell count 5 µM – further read-out of bCat nuc transl, marked with its call; cell count; measured here: cell count, cytotoxicity flag
# MT stabilize HCS Hoechst-high % – recorded beside MT stabilize HCS, whose call it bears; % Hoechst-high responders; measured here: nuclear condensation Hoechst responders;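 share of cells brighter than vehicle mean plus two SD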
# MT stabilize HCS cytotoxicity % – further read-out of MT stabilize HCS, marked with its call; toxicity, %; measured here: cytotoxicity by cell density;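 0% = mean cell density of plate MIN control wells and 100% = no cells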
# Autophagy mod cell loss 18 h – further read-out of Autophagy mod, marked with its call; toxicity, %; measured here: cell loss, nuclei count;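 cell loss after 18 h compound exposure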
# Starred values were filed as active, the others as inactive; i = inactive; · = not tested or not shown. This is a subset (hit frequency here may not be typical).
SMILES,WT yeast gro inh,WT yeast gro inh mutant strain,Autophagy mod,Autophagy mod cell loss 18 h,MT stabilize HCS,MT stabilize HCS Hoechst-high %,MT stabilize HCS cytotoxicity %,HEK293 NOD2/NF-kB,bCat nuc transl,bCat nuc transl cell count 5 µM,Dynein transport,Dynein transport cytoplasmic EGFP,Dynein transport nuclear GR-EGFP,Dynein transport cell count,Hep lipid drop,Hep lipid drop cells 6.5 µM,Yfh1-off respiration,Insulin prom up,Insulin prom up cell count
CCC(=O)Nc1ccc2c(c1)nc(CN1CCCCC1)n2C,3,4,i,-6,0.6,0.7,4.3,5%,-1.7,939,-0.82,-0.23,-0.19,-0.17,17,732,i,0.45,1654
CC(C)(C)c1csc(Sc2ncccc2[N+](=O)[O-])n1,·,·,·,·,·,·,·,-19%,-0.4,1360,-0.52,-0.24,-0.34,1.3,6,717,i,0.42,1076
O=C(c1cccs1)N1CCN(C2CCN(Cc3ccccc3)CC2)CC1,1,24,i,8,1.9,1.7,7.2,-11%,·,·,1.2,-0.26,-0.24,0.26,20,725,i,-1.1,1098
CCOC(=O)Cc1c(Cl)c2ccccc2[nH]c1=O,9,-3,i,9,1.2,0.9,9.7,12%,0.7,1544,0.7,-0.3,0.55,-0.2,1,664,i,0.16,1445
CC(C)(C)c1ccc(/C=C/C(=O)Nc2nncs2)cc1,10,-10,i,-11,1.8,2.3,7.3,-113%,-0.5,943,-0.31,-0.24,-0.56,0.33,-13,666,i,0.1,1312
N#CC1=C(N)Oc2cc(O)ccc2C1c1ccncc1 (stereo not drawn),2,-4,i,5,5.0,3.6,8.3,21%,-1.5,764,-0.17,-0.27,-0.71,-0.12,·,·,i,0.72,1501
COc1cccc(C(=O)NN2CC(O)=C(c3nc4ccccc4s3)C2=N)c1,5,7,i,10,4.9,1.8,5.2,2%,-3.1,1097,-0.89,-0.11,-0.43,0.86,-4,665,i,0.69,1527
CCCCCCCn1ccc(O)c(CC(=O)OC)c1=O,-4,12,i,6,5.6,3.2,8.9,27%,0.6,1033,-0.35,-0.33,0.097,1.3,5,662,i,0.17,1182
COc1cccc(NC(=O)NCc2cccn2C)c1,22,-1,i,25,2.1,1.1,6.1,-6%,-1.0,1354,1.2,-0.21,0.3,-0.27,·,·,i,-0.06,1538
CCC(O)(CC)C(=O)N=Nc1c(O)[nH]c2ccccc12,3,29,i,-2,2.1,1.7,4.5,-12%,-0.3,1014,-0.29,-0.39,0.00064,0.77,10,726,i,·,·
COc1ccc(CC(=O)Nc2ccccc2C(=O)N2CCOCC2)cc1,9,5,i,-5,3.8,2.4,3.1,16%,-0.8,963,1.4,-0.33,0.45,-0.34,1,596,i,·,·
COc1ccc(OC)c(NC(=O)N2CCCC(C(=O)c3ccccc3OC)C2)c1 (stereo not drawn),1,1,i,1,2.3,1.8,5.4,-4%,-0.6,1028,-0.78,-0.34,-0.46,1.6,-25,747,i,1,1442
COc1ccc(OC)c(N/C=C2/CCCCC2=O)c1,5,3,i,-8,4.1,3.1,8.4,-2%,2.5,1194,1.7,0.033,0.94,0.44,0,778,i,-1.1,1268
CCOC(=O)N1CCN(C(=O)Nc2ccc3oc(C)nc3c2)CC1,-13,-8,i,4,1.5,0.4,16,10%,·,·,-0.25,0.33,0.5,-0.82,22,722,i,-0.02,1359
Cc1cc(C)cc(NC(=O)N2CCC(C(=O)c3ccc(F)cc3)CC2)c1,19,15,i,19,1.2,1.2,7.7,-2%,-0.3,1087,-0.032,-0.27,0.12,0.04,67*,700*,i,0.91,1295
CC12COC3(C(=O)Nc4cccnc4)CC1CCC32C (stereo not drawn),-7,-6,i,1,6.7,3.4,14,7%,-5.4,960,-1.1,-0.4,-0.38,0.58,·,·,i,-0.18,1084
COc1ccc(C2=CC(=O)CC(c3ccc(OC)cc3)C2)cc1 (stereo not drawn),40,43,i,23,1.5,2.1,9.3,1%,-0.4,1514,-0.62,-0.23,0.037,0.68,1,689,i,-0.29,1364
Cn1c(SCC(=O)Nc2sccc2C#N)nnc1-c1ccccc1,7,-7,i,-13,1.2,1.4,13,17%,0.1,1202,-0.69,-0.093,-0.29,0.55,1,771,i,·,·
CCC1=C(OC(=O)N(CC)CC)N2C(=O)OC(=NCCc3c[nH]c4ccccc34)[C@]2(C)[C@H]2C1=CC[C@H]1C(=O)N(CC)C(=O)[C@H]12,·,·,·,·,·,·,·,14%,-0.5,1195,-0.37,-0.72,-0.13,0.29,16,696,i,-0.6,1018
CCOCCCNC(=O)Cn1nc(-c2ccccc2)ccc1=O,6,2,i,6,4.2,1.4,11,1%,-1.5,541,0.24,-0.25,0.88,-0.31,-10,775,·,0.12,1282
CCN(CC)C(=O)c1cc(C(C)(C)C)c(O)c(C(C)(C)C)c1,6,3,i,-5,1.0,2.5,8.9,10%,1.6,590,0.18,-0.26,0.082,0.45,-4,608,i,0.3,1410
CCn1ccnc1CNCc1ccc(OCC(O)CN(C)Cc2ccccc2)cc1 (stereo not drawn),7,8,i,5,5.3,1.5,6.5,-3%,0.1,1184,-0.62,-0.22,-0.19,0.49,-16,666,i,0.6,1235
COCCN1C(=O)N(c2cccc(C)c2)C(=O)C1CC(=O)Nc1ccc(F)cc1 (stereo not drawn),-5,6,i,-13,4.6,2.7,2.1,-13%,0.4,1150,0.19,-0.14,0.42,0.42,0,782,i,-0.07,1283
O=C(CS(=O)(=O)c1cn(Cc2ccccc2Cl)c2ccccc12)N1CCOCC1,-7,-4,i,4,2.3,2.2,3.8,0%,1.5,1166,-1.2,-0.18,-0.77,1.8,6,735,i,0.02,1137
COCCNC(=O)C(C)OC(=O)c1nsc(Cl)c1Cl (stereo not drawn),-13,-1,i,-1,2.1,1.3,3.4,7%,·,·,-0.38,-0.28,-0.029,0.4,21,664,i,0.59,1223
SMILES,WT yeast gro inh,WT yeast gro inh mutant strain,Autophagy mod,Autophagy mod cell loss 18 h,MT stabilize HCS,MT stabilize HCS Hoechst-high %,MT stabilize HCS cytotoxicity %,HEK293 NOD2/NF-kB,bCat nuc transl,bCat nuc transl cell count 5 µM,Dynein transport,Dynein transport cytoplasmic EGFP,Dynein transport nuclear GR-EGFP,Dynein transport cell count,Hep lipid drop,Hep lipid drop cells 6.5 µM,Yfh1-off respiration,Insulin prom up,Insulin prom up cell count
NC(=O)c1ccc(NC(=O)COC(=O)c2c3c(nc4ccccc24)/C(=C\c2ccc4c(c2)OCO4)CCC3)cc1,62*,-2.1*,i,-42,5.4,1.8,8.9,18%,1.4,1028,-0.17,0.51,-0.17,0.36,-1,698,i,0.1,1295
Cc1cc(C)nc(/N=C2\NC(=O)CC(C(=O)O)N2c2ccc(C)c(C)c2)n1 (stereo not drawn),-7,-25,i,-7,2.1,0.9,5.5,14%,0.7,1520,-0.18,-0.27,-0.38,0.068,7,692,i,-0.28,1458
Fc1ccccc1Cc1noc(CN(Cc2ccccn2)CC2CCCO2)n1 (stereo not drawn),17,5,i,19,2.7,2.3,3.9,1%,0.3,891,-0.24,-0.16,0.16,0.23,-2,776,i,-0.06,1362
Cc1nnc(C)n1N1C(=O)c2cccc3cccc(c23)C1=O,5,-3,i,-5,2.6,2.5,8.6,0%,-2.9,1502,-0.29,-0.21,0.026,0.35,·,·,·,1.5,1476
O=C(NC(=S)NC1CCSC1=O)c1cccs1 (stereo not drawn),-5,-1,i,1,3.2,3.5,2.5,6%,-0.2,1008,-0.53,-0.33,-0.55,0.79,13,631,i,0.27,1224
O=C1Cc2ccccc2Sc2ccc(O)cc21,-4,-4,i,1,4.9,3.8,7.4,8%,-2.1,499,-0.84,-0.32,-0.81,1.4,15,759,i,0.38,1171
CCc1n[nH]c(=S)n1/N=C/c1cc(Br)c(O)c(OC)c1,·,·,·,·,·,·,·,-26%,3.8,1042,0.86,-0.23,0.37,-0.14,-20,712,i,0.33,986
O=C(O)CC(CP(=O)(c1ccccc1)c1ccccc1)C(=O)O (stereo not drawn),-15,-25,i,1,2.1,1.8,6.8,16%,-1.8,1139,-0.41,-0.2,-0.039,0.11,·,·,i,0.49,1102
COc1ccc(C(=O)Cn2c(NCCO)nc3ccccc32)cc1OC,-14,3,i,0,3.9,2.7,0.8,7%,-2.0,1123,-0.21,-0.22,-0.026,0.025,4,707,i,·,·
NC(=O)C1CCCN(C(=O)c2ccc(Cl)cc2)C1 (stereo not drawn),8,0,i,5,3.1,2.1,6.3,2%,·,·,-1.6,-0.24,-0.67,0.51,24,769,i,·,·
CC(C)Nc1nc(NC(C)C)nc(OCCOC(=O)Nc2ccccc2)n1,15,18,i,6,1.9,0.9,9.2,-1%,-2.9,1229,0.91,-0.18,0.35,-0.37,0,717,i,-0.66,952
COc1cc(/C=N/n2nnnc2N)ccc1OCc1c(C)no[n+]1[O-],-7,-5,i,-2,1.9,2.1,5.4,-8%,-4.2,493,0.2,0.26,0.97,-2.2,2,618,i,-0.67,1273

# Screening results from PubChem.
